TNAP activation fold: human TNAP enzyme activators, primary screen, biochemical, luminescent, no phosphate acceptor, uHTS (AID 1001) | activation fold at 20 µM; hits with a dose series show EC50 in µM | purified TNAP, luminescent activation assay, no phosphate acceptor; higher activation fold means a stronger effect | 200,000 tested, 0.03% active; in the data active = activation fold from about 3, or a potency from the dose series; inactive = the rest, 99 in 100 with activation fold below about 1.6; also: many of its hits are not listed in these tables
b-catenin transl: beta-catenin nuclear translocation modulation | HeLa beta-catenin nuclear translocation, immunofluorescence imaging | nuclear translocation activity, % at 5 µM | 190,000 tested, 0.3% active | AID 1665;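 active = nuclear translocation activity above 50% at 5 µM, with a well cell count of 50 or more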;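 also: per-cell ratio of nuclear to cytoplasmic median beta-catenin stain intensity; plate controls were DMSO negative control for no effect and GSK-3 inhibitor IX positive control for full effect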
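Signal – beta-catenin immunofluorescence imaging with DAPI · Test system – human HeLa cell line · Dosing – 5 µM primary single dose, 0.1% DMSO, 0.02–20 µM confirmation series · Measure – % activation, nuclear-to-cytoplasmic median beta-catenin signal ratio per cell · Incubation – 24 h compound exposure at 37°C, 5% CO2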
human PMI inhibition: MPI enzyme activity inhibition – biochemical, fluorescence intensity, coupled assay, primary screen (AID 1209); purified PMI enzyme, coupled fluorescence intensity; higher % means a stronger effect; inhibition, % at 20 µM; hits with a dose series show IC50 in µM; 190,000 tested, 0.42% active;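 also: plate controls were DMSO vehicle for no effect and wells lacking substrate for full effect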
Ins promoter up: MIN6 insulin promoter up-regulation; MIN6 insulin promoter-GFP reporter, high-content imaging; hits give high values; z-score at 5 µM; 190,000 tested, 0.3% active; AID 1625;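 active = z-score above 3 at 5 µM with at least 500 cells counted in the well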
Autophagy mod: alters autophagy in cells. MEF GFP-LC3 puncta imaging; test concentration mostly 10 µM. calls only at 10 µM (by protocol). AID 463193. 190,000 tested, 0.98% active;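 active = percentage of spot-positive cells more than 3 SD above its plate mean, without a fluorescence outlier flag or 80% toxicity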;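 also: spot-positive cell cutoff set from DMSO-treated cells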
human PMI inhibitors: MPI inhibition at elevated mannose 6-phosphate – biochemical, fluorescence intensity, high mannose 6-phosphate, primary screen (AID 1220) | recombinant PMI enzyme, coupled fluorescence intensity; higher % means a stronger effect | 190,000 tested, 0.66% active | one-dose inhibition, % at 20 µM; IC50 in µM for titrated hits
MT stabilize HCS: microtubule stabilization, imaging screen; HeLa tubulin immunostaining HCS, 24 h; share of cells brighter than vehicle mean+2SD; % tubulin-high responders, % at 10 µM; 200,000 tested, 0.83% active; AID 2205;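 active = plate Z-score above 3 for both tubulin-high and condensed-nucleus cell shares, with cell loss under 80%, at 10 µM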;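 also: anti alpha tubulin signal scored within the nucleus-defined area of each cell; some results filed as inactive read as strong as hits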
Lipid droplet: hepatic lipid droplet formation modulation; AML12 mouse hepatocytes, oleate lipid droplets, BODIPY imaging; inhibition, % at 6.5 µM; 240,000 tested, 0.4% active; AID 1656;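 active = lipid droplet intensity inhibited by at least 50%, with more than 500 cells counted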
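Assay system: AML12 hepatocytes (mouse); Probe or stimulus: oleic acid at 100 µM to induce lipid droplet formation; Dosing: compound at 6.5 µM only; Schedule: compound with oleate, overnight; Detection: fluorescence imaging, 20x objective, two fields per well; Measure: % inhibition of lipid droplet signal.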
T cell modulator: T cell immune modulation candidate. 2C CD8+ T cell-vesicle binding, flow cytometry; hits give low values. calls only at 7 µM. 330,000 tested, 0.068% active;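 active = response, share of CD8 T cells binding vesicles, and their 90th percentile fluorescence all below set limits, cut at about 80% in these data, passing the limit was not always enough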
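material = purified 2C TCR transgenic mouse naive CD8+ T cells | controls = Unloaded micro-vesicles (low), QL9 vesicles with 0.7% DMSO (high) | detection = cytometric PE anti-B7-1 and Alexa647 anti-CD8 signals after 1% paraformaldehyde fixation | incubation = binding step 1.5 h, 37 °C, antibody labelling 20 min, ice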
Ins promoter up cell count: second read-out of Ins promoter up, no call of its own (marks repeat the call); cell count; measured here: cytotoxicity, nuclei count;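 total cells summed across four imaged fields per well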
Lipid droplet cells 6.5 µM: further read-out of Lipid droplet, marked with its call; cell count; measured here: cell count, cytotoxicity flag;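 cells counted across two imaged fields per well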
b-catenin transl cell count 5 µM: further read-out of b-catenin transl, marked with its call; cell count; measured here: cell count, cytotoxicity flag
T cell modulator vesicle-bound %: also measured in T cell modulator; calls as there; double positive events, %; measured here: CD8+ vesicle-bound cell fraction;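 binding gate set so that unloaded-vesicle control wells show 10% double positive cells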
MT stabilize HCS Hoechst-high %: recorded beside MT stabilize HCS, whose call it bears; % Hoechst-high responders; measured here: nuclear condensation Hoechst responders;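 share of cells brighter than vehicle mean plus two SD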
MT stabilize HCS cytotoxicity %: also measured in MT stabilize HCS; calls as there; toxicity, %; measured here: cytotoxicity by cell density;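 0% = mean cell density of plate MIN control wells and 100% = no cells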
Autophagy mod cell loss 18 h: also measured in Autophagy mod; calls as there; toxicity, %; measured here: cell loss, nuclei count;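 cell loss after 18 h compound exposure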
An asterisk follows results filed as active. Rule as the data show it, unless noted: active = inhibition above about 50%; inactive = the rest.

Results for Cn1c(N)c(C(=O)CCl)c(=O)n(Cc2ccccc2)c1=O ?
TNAP activation fold: 1.1; human PMI inhibition: -16%; Ins promoter up: 0.02; Autophagy mod: inactive; human PMI inhibitors: -16%; MT stabilize HCS: 5.4; Lipid droplet: 5; Ins promoter up cell count: 1190; Lipid droplet cells 6.5 µM: 726; MT stabilize HCS Hoechst-high %: 3.1; MT stabilize HCS cytotoxicity %: 1.4; Autophagy mod cell loss 18 h: 19

What do the screens show for `Cc1nc(Cl)c2c(n1)NC(=O)CO2`?
b-catenin transl: 1.1; Ins promoter up: 0.16; Lipid droplet: -3; T cell modulator: inactive; Ins promoter up cell count: 1144; Lipid droplet cells 6.5 µM: 759; b-catenin transl cell count 5 µM: 1328; T cell modulator vesicle-bound %: 41

Results for O=C(N/N=C/c1cccc([N+](=O)[O-])c1)c1ccc2c(c1)OCCO2 ?
TNAP activation fold: 1; b-catenin transl: 1.9; human PMI inhibition: 12%; Ins promoter up: -0.63; Autophagy mod: inactive; human PMI inhibitors: 9%; MT stabilize HCS: 2.7; T cell modulator: inactive; Ins promoter up cell count: 1360; b-catenin transl cell count 5 µM: 1375; T cell modulator vesicle-bound %: 21; MT stabilize HCS Hoechst-high %: 1.7; MT stabilize HCS cytotoxicity %: 9.0; Autophagy mod cell loss 18 h: -21

Results for O=C(COC(=O)c1cc([N+](=O)[O-])ccc1NCCO)NCc1cccs1 ?
TNAP activation fold: 1; b-catenin transl: 2.1; human PMI inhibition: 2%; Ins promoter up: -0.56; Autophagy mod: inactive; human PMI inhibitors: 12%; MT stabilize HCS: 3.1; Lipid droplet: 16; T cell modulator: inactive; Ins promoter up cell count: 1209; Lipid droplet cells 6.5 µM: 687; b-catenin transl cell count 5 µM: 1018; T cell modulator vesicle-bound %: 26; MT stabilize HCS Hoechst-high %: 2.9; MT stabilize HCS cytotoxicity %: 2.4; Autophagy mod cell loss 18 h: 4

Results for COc1ccc(S(=O)(=O)N2CCN(c3ccc(C)cc3C)CC2)cc1OC ?
TNAP activation fold: 1.1; b-catenin transl: 1.6; human PMI inhibition: 24%; Ins promoter up: -0.4; human PMI inhibitors: 22%; MT stabilize HCS: 6.2; Lipid droplet: -30; T cell modulator: inactive; Ins promoter up cell count: 1860; Lipid droplet cells 6.5 µM: 595; b-catenin transl cell count 5 µM: 1094; T cell modulator vesicle-bound %: 61; MT stabilize HCS Hoechst-high %: 1.3; MT stabilize HCS cytotoxicity %: 6.3

How did COC(=O)c1sc(S(=O)(=O)Nc2ccc(C)c(C)c2)c(C(=O)OC)c1C do in these assays?
TNAP activation fold: 1.1; b-catenin transl: 0.6; human PMI inhibition: 19%; Autophagy mod: inactive; human PMI inhibitors: 16%; MT stabilize HCS: 4.4; Lipid droplet: 0; T cell modulator: inactive; Lipid droplet cells 6.5 µM: 653; b-catenin transl cell count 5 µM: 933; T cell modulator vesicle-bound %: 53; MT stabilize HCS Hoechst-high %: 2.2; MT stabilize HCS cytotoxicity %: 12; Autophagy mod cell loss 18 h: -5

How did COc1ccc(-c2nnn(CC(=O)NCCc3c[nH]c4ccccc34)n2)cc1OC do in these assays?
TNAP activation fold: 1.1; human PMI inhibition: 3%; Autophagy mod: inactive; human PMI inhibitors: 5%; MT stabilize HCS: 1.6; T cell modulator: inactive; T cell modulator vesicle-bound %: 57; MT stabilize HCS Hoechst-high %: 2.2; MT stabilize HCS cytotoxicity %: 9.2; Autophagy mod cell loss 18 h: 1

What do the screens show for `Cc1cccc[n+]1CC(=O)Nc1ccc([N+](=O)[O-])cc1Cl`?
TNAP activation fold: 1.1; human PMI inhibition: -2%; Autophagy mod: inactive; human PMI inhibitors: -3%; MT stabilize HCS: 1.0; T cell modulator: inactive; T cell modulator vesicle-bound %: 64; MT stabilize HCS Hoechst-high %: 2.9; MT stabilize HCS cytotoxicity %: 12; Autophagy mod cell loss 18 h: 6

Results for NC(=O)c1ccccc1N(Cc1ccccc1)S(=O)(=O)c1ccccc1 ?
TNAP activation fold: 1.1; b-catenin transl: 0.6; human PMI inhibition: 1%; Ins promoter up: -0.66; Autophagy mod: inactive; human PMI inhibitors: 2%; MT stabilize HCS: 1.2; Lipid droplet: -13; T cell modulator: inactive; Ins promoter up cell count: 1474; Lipid droplet cells 6.5 µM: 592; b-catenin transl cell count 5 µM: 1491; T cell modulator vesicle-bound %: 23; MT stabilize HCS Hoechst-high %: 0.9; MT stabilize HCS cytotoxicity %: 4.6; Autophagy mod cell loss 18 h: 10

What do the screens show for `CCc1ccc(-c2cc(C(=O)N3N=C(C(F)F)CC3(O)C(F)F)c3ccccc3n2)cc1` (stereo not given)?
TNAP activation fold: 1.2; b-catenin transl: -2.2; human PMI inhibition: 16%; Ins promoter up: -0.79; Autophagy mod: inactive; human PMI inhibitors: 8%; MT stabilize HCS: 3.4; T cell modulator: inactive; Ins promoter up cell count: 1418; b-catenin transl cell count 5 µM: 975; T cell modulator vesicle-bound %: 49; MT stabilize HCS Hoechst-high %: 1.5; MT stabilize HCS cytotoxicity %: 8.6; Autophagy mod cell loss 18 h: -27

Results for O=C(COc1ncnc2ccc(Br)cc12)Nc1ccc(N2CCOCC2)cc1 ?
TNAP activation fold: 0.9; b-catenin transl: -7.6; human PMI inhibition: -6%; Ins promoter up: 0.64; Autophagy mod: inactive; human PMI inhibitors: -4%; MT stabilize HCS: 5.6; T cell modulator: inactive; Ins promoter up cell count: 1210; b-catenin transl cell count 5 µM: 920; T cell modulator vesicle-bound %: 37; MT stabilize HCS Hoechst-high %: 3.2; MT stabilize HCS cytotoxicity %: 4.1; Autophagy mod cell loss 18 h: 3

How did Cc1ccc(CNC(=O)C2c3ccccc3C(=O)N3CCc4ccccc4C23)o1 (stereo not given) do in these assays?
TNAP activation fold: 1.1; b-catenin transl: -1.5; human PMI inhibition: -24%; Ins promoter up: -0.98; Autophagy mod: inactive; human PMI inhibitors: -6%; MT stabilize HCS: 1.4; T cell modulator: inactive; Ins promoter up cell count: 1456; b-catenin transl cell count 5 µM: 844; T cell modulator vesicle-bound %: 57; MT stabilize HCS Hoechst-high %: 1.3; MT stabilize HCS cytotoxicity %: 10; Autophagy mod cell loss 18 h: -4

Results for CCOC(=O)C(=CNc1ccc2c(c1)nnn2-c1ccc(Cl)cc1)C(=O)OCC ?
TNAP activation fold: 1.1; b-catenin transl: -0.4; human PMI inhibition: -13%; Ins promoter up: -1.1; Autophagy mod: inactive; human PMI inhibitors: -7%; MT stabilize HCS: 1.6; Lipid droplet: 2; T cell modulator: inactive; Ins promoter up cell count: 1420; Lipid droplet cells 6.5 µM: 571; b-catenin transl cell count 5 µM: 992; T cell modulator vesicle-bound %: 51; MT stabilize HCS Hoechst-high %: 2.4; MT stabilize HCS cytotoxicity %: 5.3; Autophagy mod cell loss 18 h: 4

What do the screens show for `NNC(=O)CN1C(=O)Nc2ccc(Br)cc2C1c1ccccc1` (stereo not given)?
TNAP activation fold: 0.9; b-catenin transl: -1.0; human PMI inhibition: -13%; Autophagy mod: inactive; human PMI inhibitors: -13%; MT stabilize HCS: 2.9; Lipid droplet: -2; T cell modulator: inactive; Lipid droplet cells 6.5 µM: 704; b-catenin transl cell count 5 µM: 1041; T cell modulator vesicle-bound %: 41; MT stabilize HCS Hoechst-high %: 2.4; MT stabilize HCS cytotoxicity %: 10; Autophagy mod cell loss 18 h: -3

What do the screens show for `Cc1ccc(-c2n[nH]c(=S)c3ccccc23)cc1`?
TNAP activation fold: 0.9; b-catenin transl: 5.0; human PMI inhibition: -67%; Ins promoter up: -0.83; Autophagy mod: inactive; human PMI inhibitors: -36%; MT stabilize HCS: 3.4; Lipid droplet: -2; T cell modulator: inactive; Ins promoter up cell count: 1186; Lipid droplet cells 6.5 µM: 672; b-catenin transl cell count 5 µM: 1009; T cell modulator vesicle-bound %: 5; MT stabilize HCS Hoechst-high %: 4.0; MT stabilize HCS cytotoxicity %: 1.1; Autophagy mod cell loss 18 h: 16

Results for CCCc1nc(NCCO)c(C#N)c2c1CCCC2 ?
b-catenin transl: 2.2; Ins promoter up: 0.84; Lipid droplet: -6; T cell modulator: inactive; Ins promoter up cell count: 1106; Lipid droplet cells 6.5 µM: 715; b-catenin transl cell count 5 µM: 1254; T cell modulator vesicle-bound %: 17

Results for Cc1cc(C(=O)COC(=O)CCc2nc3ccccc3c(=O)[nH]2)c(C)n1CC1CCCO1 (stereo not given) ?
b-catenin transl: -1.6; Ins promoter up: -0.32; Lipid droplet: -9; T cell modulator: inactive; Ins promoter up cell count: 1368; Lipid droplet cells 6.5 µM: 714; b-catenin transl cell count 5 µM: 1230; T cell modulator vesicle-bound %: 27

What do the screens show for `CN(C)c1ccc(N=Cc2nc(-c3ccccc3)oc2O)cc1`?
TNAP activation fold: 1; human PMI inhibition: 25%; Autophagy mod: inactive; human PMI inhibitors: 31%; MT stabilize HCS: 1.8; T cell modulator: inactive; T cell modulator vesicle-bound %: 56; MT stabilize HCS Hoechst-high %: 0.9; MT stabilize HCS cytotoxicity %: 1.4; Autophagy mod cell loss 18 h: -10

What do the screens show for `Cc1cc(C(=O)Nc2ccc3nc(C)sc3c2)c2ccccc2n1`?
b-catenin transl: 2.4; Ins promoter up: -0.07; Lipid droplet: 9; T cell modulator: inactive; Ins promoter up cell count: 1044; Lipid droplet cells 6.5 µM: 700; b-catenin transl cell count 5 µM: 1255; T cell modulator vesicle-bound %: 21

Screening data deposited in PubChem BioAssay by several laboratories.
